# High-throughput results (PubChem)
# HIF-2a block – HIF-2a inhibition. 786-0 RCC cells HIF-2a reporter, luciferase luminescence, overnight. inhibition, % at 18.8 µM. 0.72% of 360,000 active. AID 624352;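 active means inhibition of the luminescence signal of 40% or more relative to plate controls, in a single-dose primary screen at 18.75 µM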
# NR2E3 ag-1 – human photoreceptor-specific nuclear receptor agonism; Q9Y5X4; AID 602229; inhibition of corepressor binding, % at 3.98 µM; 0.35% of 360,000 active; CHO-S Gal4-NCOR/VP16-NR2E3 two-hybrid, luciferase;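 active means inhibition above the mean of all tested compounds plus 3 SD, cut at about 70% in these data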;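 further: 0% = DMSO with NR2E3 transfected cells and 100% = cells lacking NR2E3 construct; higher means lower luciferase signal from less NR2E3 corepressor binding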
# Target sequence (Q9Y5X4 whole entry, looked up, the tested form may be a part): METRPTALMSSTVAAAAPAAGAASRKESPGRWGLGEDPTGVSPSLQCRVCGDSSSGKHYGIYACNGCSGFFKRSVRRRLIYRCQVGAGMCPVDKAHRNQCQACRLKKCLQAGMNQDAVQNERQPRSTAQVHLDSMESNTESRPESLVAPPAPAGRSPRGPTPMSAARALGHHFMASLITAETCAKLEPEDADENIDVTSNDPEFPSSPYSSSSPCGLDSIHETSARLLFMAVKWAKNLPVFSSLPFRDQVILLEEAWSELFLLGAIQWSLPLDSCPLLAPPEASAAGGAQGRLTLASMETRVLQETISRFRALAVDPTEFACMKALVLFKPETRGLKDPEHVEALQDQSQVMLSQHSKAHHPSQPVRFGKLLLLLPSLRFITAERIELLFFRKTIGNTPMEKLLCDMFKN
# CaV13 ICDI inh – Disruptors of the CACNA1D IQ motif to Ca2+-dependent inactivation inhibitor domain association, primary screening, Förster resonance energy transfer in intact living … | HEK cells, CFP/YFP FRET ICDI-IQ, plate reader, 10 min; percent FRET-ratio fall versus neutral wells | inhibition, % at 12.3 µM | 0.098% of 340,000 active;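 active means mean replicate inhibition of at least 30% and at least 1% of replicates passing that level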;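 further: 0% = median of the neutral control wells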
# aDG glyco up – alpha-DG glycosylation activation; 0.22% of 360,000 active; Pro5-aDG cells, alpha-DG glycosylation AlphaScreen (IIH6); 0% Pro5, 100% B10-LARGE cell signal; activation, % at 10 µM; AID 624168;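 active means activation of at least 8% versus controls, or a plate z-score of at least 8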;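 further: Pro5 are CHO cells carrying HIG-tagged alpha-DG that lacks glycosylation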
# Peg3 prom inh – inhibitors of Peg3 promoter | HeLa PEG-Prom luciferase reporter, luminescence, overnight | 1.7% of 360,000 active | inhibition, % at 20 µM | AID 588405;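 active means inhibition of at least 50% at 20 µM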
# iPSC survival up – hiPSC single-cell survival enhancement; survival enhancement, % at 20 µM; AID 602274; ATPlite luminescence; 100% = ROCK inhibitor wells, 0% = DMSO; 0.044% of 360,000 active; in the data active means survival enhancement above about 18%;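 further: cells exposed to compounds for 16 hours before the ATP read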
# PDI inh – blocks human protein disulfide isomerase activity; PDI insulin aggregation turbidity, A650, 90 min; inhibition, % at 10 µM; 0.052% of 350,000 active;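 active means mean inhibition across replicates of 30% or more, whatever share of single replicates reach that level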;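 further: absorbance from insulin aggregation driven by PDI reduction with DTT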
# Target sequence (P07237 whole entry, looked up): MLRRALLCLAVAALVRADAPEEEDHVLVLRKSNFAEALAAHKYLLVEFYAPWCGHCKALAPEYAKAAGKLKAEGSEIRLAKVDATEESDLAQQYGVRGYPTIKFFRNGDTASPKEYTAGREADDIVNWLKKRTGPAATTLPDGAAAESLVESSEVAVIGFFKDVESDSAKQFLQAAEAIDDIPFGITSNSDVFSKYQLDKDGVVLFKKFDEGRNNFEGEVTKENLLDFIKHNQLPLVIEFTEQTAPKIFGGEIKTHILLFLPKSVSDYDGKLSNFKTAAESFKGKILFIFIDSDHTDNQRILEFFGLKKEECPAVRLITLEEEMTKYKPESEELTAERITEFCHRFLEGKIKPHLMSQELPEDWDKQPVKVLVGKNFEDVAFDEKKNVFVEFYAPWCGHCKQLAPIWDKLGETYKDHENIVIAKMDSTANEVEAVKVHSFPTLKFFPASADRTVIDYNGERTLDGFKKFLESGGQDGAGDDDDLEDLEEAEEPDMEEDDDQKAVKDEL
# Vif inh – blocks HIV Vif function. inhibition, % at 7.49 µM. HEK293T cells, Vif self-association by quenched fluorescence, imaging, 24 h. 0.35% of 340,000 active; in the data active means inhibition above about 50%, passing the limit was not always enough; further: some results filed as inactive read as strong as hits
# NR2E3 ag-2 – activates human photoreceptor nuclear receptor NR2E3. Q9Y5X4. inhibition of corepressor binding, % at 4.78 µM. GST-NR2E3/biotin-RetCOR TR-FRET, 1536-well. AID 2300. 0.12% of 320,000 active;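 active means percent inhibition above the cutoff of mean plus 3 SD of all tested compounds, set per screening campaign, cut at about 20% in these data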;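 further: 0% = DMSO wells and 100% = biotin wells as full block of FRET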
#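 Test system – NR2E3–RetCOR corepressor complex · Quantity – NR2E3 fusion 1.35 nM · Buffer or medium – Tris pH 7.5 · Incubation – Compound–protein incubation for 5 h at 4 °C · Technique – TR-FRET, Eu(K)-anti-GST donor, streptavidin-D2 acceptor, ex 340, em 617/671 nm · Evaluation – percent inhibition of 671/617 nm emission ratio versus biotin and DMSO controls · Plate – 1536-well format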
# TRPM1 prom inh – inhibitors of MITF-driven TRPM1 promoter in melanoma cells; SK-MEL-5 TRPM1 promoter luciferase, 24 h; inhibition, % at 12.5 µM; 0.83% of 330,000 active; AID 488899;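 active means mean inhibition across replicates of 60% or more, whatever share of single replicates reaches that level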; further: values of inactives mirror those of a sister screen read the other way
# Granule exo inh – blocks lytic granule exocytosis; TALL-104 LAMP-1 surface exposure, flow cytometry; cells stimulated with thapsigargin and PMA; AID 651702; inhibition, % at 10 µM; 0.66% of 360,000 active;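 active means inhibition above about 55%, limit read from the data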
# The depositor's hits bear a star; . = not tested or not shown.
SMILES,HIF-2a block,NR2E3 ag-1,CaV13 ICDI inh,aDG glyco up,Peg3 prom inh,iPSC survival up,PDI inh,Vif inh,NR2E3 ag-2,TRPM1 prom inh,Granule exo inh
O=C(CSc1ncccn1)Nc1ccc2[nH]c(=O)[nH]c2c1,-1,-2,-4,-0.1,-3,-0.7,0,2,0,3,-4
O=C(Oc1ccc(OC(=O)c2ccco2)c(S(=O)(=O)c2ccc(Br)cc2)c1)c1ccco1,-2,2,.,0.0,2,0.5,4,-5,-2,8,21
CCOc1ccc(C=NCC(O)c2ccccc2)cc1 (stereo unspecified),9,-8,-4,0.1,2,0.8,-5,-2,-2,-2,-7
O=Cc1c(NCCCN2CCCC2=O)c2ccccc2[nH]c1=O,11,15,-21,0.0,13,-0.3,2,-3,0,-7,4
O=C(N/N=C/c1cn(-c2ccccc2)nc1-c1cccs1)c1ccncc1,-171,-18,-14,0.3,-95,-2.3,-2,-6,-2,-13,9
C#CCOCCOCCOCCNc1nc(N2CCN(C(=O)CCCCCCCCCCNC(=O)[C@H](CCCCN)n3cc(CCCC(=O)O)nn3)CC2)nc(N2CCN(C(=O)CCCCCCCCCCNC(=O)[C@@H]([C@H](C)O)n3cc(C)nn3)CC2)n1,-2,-47,.,-0.3,5,2.1,-2,9,-4,-10,12
COc1ccc(C(C)=O)c(OC(=O)c2ccc(OC)c(OC)c2)c1,8,-8,-6,0.2,2,1.2,7,25,0,11,0
CN(C(=O)CN1CCN(c2cc(-c3ccc(-c4ccccc4)cc3)ncn2)CC1)c1ccccc1,-88,28,-7,1.5,-37,-2.3,-4,.,.,.,1
CC(C)(OC(=O)c1ccc(F)cc1)c1cc2ccccc2c(=O)o1,-18,-1,-9,0.0,-12,-2.8,-4,.,3,5,5
Cc1nnc2sc(-c3ccc(NC(=O)c4ccc(-c5ccc(Cl)cc5Cl)o4)cc3)nn12,2,-37,-6,0.2,17,-0.4,-8,6,0,-14,-4
CN(C)C(=O)c1c([N+](=O)[O-])c(C(C)(C)C)nn1C,20,-8,-5,0.0,1,1.0,-24,2,-1,-2,-1
Brc1ccc(NC2=Nc3ccccc3CC2)cc1,-230,10,-8,0.2,-329,-2.2,5,1,-1,-71,-3
O=C(NCCCn1ccnc1)c1cc(Br)c(Br)s1,11,-19,-5,-0.1,6,1.0,6,7,1,4,-2
Cc1nc(C)c(C(=O)NCc2ccccc2Cl)o1,21,-16,-9,0.4,11,-1.2,-3,-9,1,-4,5
COc1cc(/C=N/Nc2nc(C)cc(=O)[nH]2)ccc1OC(=O)c1cccnc1,16,-19,-5,-0.2,12,3.5,-2,-6,-1,11,-2
COc1cccc(C(=O)NCC(c2ccco2)N2CCc3ccccc3C2)c1 (stereo unspecified),4,13,-6,-0.1,5,0.3,-1,-9,-2,-11,-2
COc1cc(C(=O)Oc2cccc(C(=S)N3CCOCC3)c2)cc(OC)c1OC,6,-10,.,0.2,-38,-0.4,19,0,3,6,-1
Nc1cc(C(=O)N2CCN(c3ccc([N+](=O)[O-])cc3)CC2)ccc1N1CC2CC(C1)c1cccc(=O)n1C2 (stereo unspecified),-6,10,-3,0.0,-17,1.4,0,4,-1,-10,1
CCOc1ccccc1N1CCN(C(=O)C(Sc2ccccc2)c2ccccc2)CC1 (stereo unspecified),17,3,.,0.0,32,0.0,0,1,2,13,24
Cc1cccc(CSCCNC(=S)Nc2ccccc2)c1,12,-31,-6,-0.2,4,1.8,-2,-3,0,-1,14
CN(C)c1nc(-c2ccccc2)ncc1S(=O)(=O)c1ccccc1,-39,-22,-4,-0.1,-23,3.3,0,0,3,9,-4
CCOC(=O)C1CSc2[nH]c(=O)sc2C1c1ccccc1 (stereo unspecified),6,6,.,-0.3,3,-0.3,-6,.,-4,-4,-2
COc1ccc(C(=O)Nc2nc(CC(=O)NCCc3ccccc3OC)cs2)cc1,-100,-60,-6,0.3,-49,-0.5,-5,-4,-2,-18,-3
Clc1ccc(Cl)c(OCCN2CCCC2)c1,13,-60,-5,0.2,-3,0.4,-12,-4,2,8,-22
COc1ccc(C)cc1-n1cnc2sc(C)c(C)c2c1=O,26,-14,-12,-0.1,7,4.1,-11,-3,.,.,7

# Profiles, looked up by structure. Order of screens: HIF-2a block, NR2E3 ag-1, CaV13 ICDI inh, aDG glyco up, Peg3 prom inh, iPSC survival up, PDI inh, Vif inh, NR2E3 ag-2, TRPM1 prom inh, Granule exo inh
# Results for O=C(NCCCn1ccnc1)c1cc(Br)c(Br)s1 → 11, -19, -5, -0.1, 6, 1.0, 6, 7, 1, 4, -2
# Results for COc1cccc(C(=O)NCC(c2ccco2)N2CCc3ccccc3C2)c1 (stereo unspecified) → 4, 13, -6, -0.1, 5, 0.3, -1, -9, -2, -11, -2

# Next part.
SMILES,HIF-2a block,NR2E3 ag-1,CaV13 ICDI inh,aDG glyco up,Peg3 prom inh,iPSC survival up,PDI inh,Vif inh,NR2E3 ag-2,TRPM1 prom inh,Granule exo inh
Nc1sccc1C(=O)c1ccc(Cl)cc1,-185,-2,-8,-0.2,-143,0.7,-6,-1,.,-37,82*
O=C(NCc1ccc(F)cc1)c1cc(C2CCCCN2C(=O)c2cccs2)on1 (stereo unspecified),17,4,-7,0.4,13,-1.9,0,-6,.,.,-1
N#C/C(=C\c1cccs1)C(=O)Nc1ccccn1,-387,3,-6,0.0,-254,-0.3,-1,-1,0,-87,-6
O=C(NCc1ccncc1)[C@@H]1CCCN1C(=O)[C@H]1CCCN1C(=O)c1cccc2ccccc12,10,-9,-5,0.0,.,-0.1,.,.,.,.,-3
Cc1ccc(NC(=O)c2ccc(CSc3nnnn3C)cc2)cc1,-216,-68,-5,0.0,-242,0.0,0,-6,0,-96,1
COc1ccc(C2CC(=O)Nc3cc(C)c(C)cc32)c(OC)c1OC (stereo unspecified),23,-6,-3,0.3,24,-0.2,-21,-2,0,-1,0
N#C/C(=C\c1cccc(Oc2ccccc2)c1)C(=O)N1CCOCC1,15,3,-4,0.1,10,-0.4,3,6,2,-4,-1
CC(C)NC(=O)COC(=O)c1ccc(NS(=O)(=O)c2ccc3c(c2)OCCO3)cc1,19,-2,-4,-0.1,-1,4.1,-12,-2,-4,-6,0
Cc1cc(C)cc(NS(=O)(=O)c2coc(C(N)=O)c2)c1,-2,-18,-1,0.1,1,2.2,.,1,2,.,-2
CC(=O)Nc1ccc2c(c1)nc(C)n2-c1ccccc1,-64,-6,-6,0.1,-68,0.2,0,1,-1,-16,-2
C=CCn1c(C)cc(C(=O)COC(=O)/C=C/c2cccc(OC)c2)c1C,-7,-19,-5,-0.4,-16,0.1,-3,6,-3,12,-3
CC(=O)Nc1ccc(C(=O)Nc2cc(C)on2)cc1,-87,-37,-22,0.0,-40,0.4,2,6,0,-26,-1
COC(=O)c1cc(Br)c(=O)n(Cc2cccnc2)c1,9,-6,.,0.1,3,-2.6,0,3,3,4,-1
COC(=O)c1ccc(CNC(=O)c2ccc(OC)c(S(=O)(=O)NC3CCCC3)c2)cc1,12,-2,-4,-0.3,15,-0.5,4,-2,-1,8,-2
CCOc1ccc(NS(=O)(=O)c2ccc(C(=O)N3CCCCC3)cc2)cc1,5,58,-10,2.0,17,1.2,5,-35,0,6,1
CCN(C[C@H]1N[C@@](CC)(C(=O)OC)[C@H]2C(=O)N(C)C(=O)[C@@H]12)C(=O)COC,7,-14,-5,-0.1,9,-0.6,2,-4,.,5,7
CC(C)n1ncc2c(C(=O)N3CCN(Cc4ccc(Br)s4)CC3)cc(C3CC3)nc21,-2,14,-6,-0.1,31,1.0,-11,9,0,8,-2
Cc1ccc(N(CC(=O)Nc2ccccc2C(=O)NCc2ccco2)S(=O)(=O)c2ccccc2)cc1C,13,-8,.,0.0,21,-2.1,11,-11,-2,8,1
COc1cc(NC(=O)CN2C(=O)C(c3ccccc3)=NC2(C)C)cc(OC)c1,6,-25,-26,-0.1,7,0.9,.,2,0,7,0
Cc1ccc(S(=O)(=O)N2CCN(C(=O)CNC(=O)c3ccc(Br)o3)CC2)cc1,15,2,-5,0.0,6,0.2,26,29,-1,2,-6
CCN1CCN(C(=O)c2ccc3c(c2)N(Cc2ccccc2F)C(=O)c2ccccc2S3(=O)=O)CC1,3,13,-7,0.0,-8,0.1,-10,-1,-1,-5,4
Cc1nc(N(C)C)c2sc(=S)n(-c3ccccc3)c2n1,-2,6,-3,-0.1,4,-2.4,-6,22,0,1,-1
O=C(c1ccsc1)N1CCN(C(=O)c2cccs2)CC1,6,-7,.,0.0,15,6.2,-5,-19,8,4,-4
C=CC(=O)N(CCC)C(c1ccccc1)c1ccccc1OC (stereo unspecified),13,-4,-10,0.2,30,-0.1,-10,3,1,-1,-7
COc1ccc2[nH]c(C(=O)Nc3ccc(F)cc3Br)cc2c1,-49,-27,-3,0.7,-10,0.8,1,7,-36,-8,-1

# Next part
SMILES,HIF-2a block,NR2E3 ag-1,CaV13 ICDI inh,aDG glyco up,Peg3 prom inh,iPSC survival up,PDI inh,Vif inh,NR2E3 ag-2,TRPM1 prom inh,Granule exo inh
COc1cccc(CNC(=O)CSc2nnc3c(n2)[nH]c2ccc(C)cc23)c1,15,4,-7,0.1,13,-0.1,1,-1,0,3,-13
C/C(Nc1ccccc1C(F)(F)F)=C1/CCOC1=O,6,6,-3,-0.1,-6,-0.7,1,-3,1,-1,-2
O=C1CCCC(=O)N1c1ccc(F)cc1,10,-11,-19,-0.1,-3,1.5,-4,-11,-1,3,2
COCCN(C(=O)c1csnn1)C(C(=O)NC1CCCC1)c1ccccc1 (stereo unspecified),8,-1,-3,0.1,7,-0.2,-3,4,7,-2,-8
CS(=O)(=O)c1ccc(Cl)c(NC(=O)CSc2nnc(-c3cccs3)n2N)c1,7,-31,-5,-0.1,3,1.4,-10,1,0,4,-3
COc1cccc(CNC(=O)c2cc(S(=O)(=O)N3CCCCC3)c[nH]2)c1,22,0,-5,-0.1,4,-2.6,3,11,1,.,-5
S=C(NCc1ccco1)Nc1ccccc1,-6,6,-5,-0.3,5,-0.7,-2,0,0,6,0
CC(C)C1C(=O)N(Cc2cn(Cc3ccco3)nn2)CCS(=O)(=O)N1Cc1ccc(-c2ccncc2)cc1 (stereo unspecified),13,-29,-10,-0.1,15,0.1,-1,.,.,.,-2
O=C(CCN1C(=O)COc2ccccc21)N1CCN(c2ccccc2)CC1,15,-7,6,-0.3,-12,0.1,1,-1,3,10,-1
Cc1nnc(SCC(=O)Nc2cccc(N)c2)n1-c1ccccc1,15,-2,-19,-0.2,10,-0.5,11,1,0,17,14
COc1ccccc1C1CC(c2ccccc2)=NN1S(=O)(=O)c1ccccc1 (stereo unspecified),8,-12,-6,0.0,32,0.6,-5,9,-3,9,10
Cn1c(NC(=O)c2ccco2)c(-c2ccc(Cl)cc2)c(=O)c2ccccc21,20,-30,-8,0.1,10,-1.0,-5,-3,1,-4,0
O=C1NC(=S)N/C1=C/c1ccc(Oc2ccc(C(F)(F)F)cc2[N+](=O)[O-])c(Cl)c1,-10,-20,-5,0.6,-6,0.4,-13,4,-1,4,-3
CCc1ccc(OCC(=O)Nc2ccc(N3CCN(S(C)(=O)=O)CC3)cc2)cc1,21,-6,10,0.0,11,1.6,-4,3,3,14,2
